Wnt bcat act = Wnt/beta-catenin pathway activation. Wnt/beta-catenin reporter cell assay, activator, plate reader. activation, % at 9.35 µM. 1.2% of 300,000 active; in the data active = activation above about 30%, passing the limit was not always enough; inconclusive = no clear call, values can overlap the other calls;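 note: 0% = neutral control wells and 100% = positive control wells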
AddAB inh = less growth of phage-infected E. coli with AddAB; E. coli expressing H. pylori AddAB, absorbance growth; inhibition, % at 11.9 µM; 0.29% of 330,000 active; AID 435030; in the data active = inhibition above about 12%;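 note: 0% = vehicle wells of infected cells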
MITF TRPM1 HTS = activators of MITF-driven TRPM1 promoter activity in SK-MEL-5 cells | AID 588334 | 0.75% of 300,000 active | activation, % at 12.5 µM | SK-MEL-5 TRPM1-promoter luciferase, 24 h; % of positive control, neutral wells = 0;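 active = mean activation of at least 80% with every replicate also reaching 80%; inconclusive = mean reaches 80% but some replicate falls short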;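 note: 0% = neutral control wells and 100% = parthenolide positive control wells; values of inactives mirror those of a sister screen read the other way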
CAL PDZ FP-1 = blocks peptide binding to human CAL PDZ domain | 0.02% of 330,000 active | inhibition, % at 20 µM | AID 504414 | Q9HD26 | purified CAL PDZ, TMR-peptide fluorescence polarization, 1 h;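 active = highest replicate inhibition of at least 40%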;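 note: plate controls were DMSO neutral control wells for no effect and unlabeled competitor peptide control wells for full effect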
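Test system: purified CerCALP PDZ construct; Compound dosing: one concentration, 20 µM compound; Also added: TMR-labelled reporter peptide T*-PRC34 bound in PDZ groove; Read-out: inhibition from polarization loss; Controls: unlabelled peptide and DMSO controls; Signal: FP readout, S and P plane fluorescence; Incubation: 1 h at RT.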
Tat export inh = blocks Tat-dependent protein export in E. coli | E. coli MC4100 TorA-mCherry Tat export, fluorescence | inhibition, % at 10 µM | 0.036% of 340,000 active | AID 488895;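 active = mean replicate inhibition at least 50% and at least half of replicates individually reaching 50%; inconclusive = only one of the two criteria met; inactive = neither criterion met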;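 note: exported cargo escapes ClpAP degradation while cytoplasmic cargo is degraded and loses fluorescence; 0% = median of neutral control wells and 100% = median of NaSCN control wells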
CAL PDZ FP-2 = inhibitors of human CAL PDZ peptide binding | purified CAL PDZ, TMR-peptide fluorescence polarization, 1 h | inhibition, % at 24.9 µM | 0.92% of 300,000 active | AID 602252;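 active = mean inhibition of at least 30% with at least half of replicates also reaching 30%; inconclusive = no clear call, values can overlap the other calls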;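 note: 0% = DMSO neutral control and 100% = excess unlabeled competitor peptide PRC23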
SR-BI DiI-HDL act = SR-BI HDL lipid transfer activation | CHO ldlA[mSR-BI] cells, DiI-HDL uptake fluorescence, 3 h; 100 = double the neutral-control signal | activation, % at 12.5 µM | 0.096% of 320,000 active | AID 504775;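 active = mean replicate activation of at least 60% and every replicate at or above 60%; inconclusive = mean or all-replicate condition met, but not both; inactive = mean below 60% and not all replicates reaching 60%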;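 note: 0% = median plate neutral-control signal and 100% = twice that signal; values of inactives mirror those of a sister screen read the other way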
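material = CHO ldlA[mSR-BI] cells | medium = Ham's F12 with 0.5% BSA, HEPES 25 mM, pH 7.4 | reagent = fluorescent DiI-HDL, 10 µg/mL final | compound dosing = single-point compound dose | incubation = 3 h, 37 °C | measured by = bottom-read fluorescence, 550/595 nm | measure = HDL uptake via cellular fluorescence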
phage Ecoli inh = E. coli growth loss with phage present. growth absorbance. inhibition, % at 11.9 µM. 0.26% of 360,000 active; in the data active = inhibition above about 11%
SR-BI DiI inh = blocks mouse SR-BI lipid uptake from DiI-HDL. Q61009. ldlA[mSR-BI] CHO cells, DiI-HDL uptake fluorescence, 3 h. inhibition, % at 12.5 µM. 0.96% of 320,000 active;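 active = mean replicate inhibition of at least 70% and a set share of replicates each scoring 70 or more; inconclusive = meets just one of the two criteria; inactive = fails both criteria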;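 note: 0% = median of neutral control wells and 100% = median of positive control wells; values of inactives mirror those of a sister screen read the other way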
Target sequence (Q61009 whole entry, looked up): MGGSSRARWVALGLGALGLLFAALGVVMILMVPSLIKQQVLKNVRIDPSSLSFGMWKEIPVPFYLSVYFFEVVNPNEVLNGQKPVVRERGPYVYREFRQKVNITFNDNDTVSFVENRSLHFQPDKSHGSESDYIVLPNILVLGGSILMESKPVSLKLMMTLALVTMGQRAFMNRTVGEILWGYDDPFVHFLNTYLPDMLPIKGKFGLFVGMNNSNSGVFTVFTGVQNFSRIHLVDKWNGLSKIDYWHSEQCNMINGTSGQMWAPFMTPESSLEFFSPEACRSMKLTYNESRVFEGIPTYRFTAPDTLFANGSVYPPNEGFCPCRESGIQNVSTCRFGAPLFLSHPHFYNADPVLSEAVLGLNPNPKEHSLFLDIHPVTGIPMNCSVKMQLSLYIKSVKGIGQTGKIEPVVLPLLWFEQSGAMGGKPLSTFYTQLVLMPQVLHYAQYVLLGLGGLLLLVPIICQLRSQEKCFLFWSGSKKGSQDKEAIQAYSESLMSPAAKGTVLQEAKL
E coli growth = counter-screen for AddAB inhibitors: E. coli growth inhibition | E. coli V3065 growth, OD600 absorbance, 18 h | inhibition, % at 11.9 µM | 0.27% of 330,000 active | AID 449728;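 active = inhibition above the campaign's mean inhibition across all tested compounds plus 3 SD, cut at about 9.9% in these data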;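 note: uninfected addAB+ strain grown without phage in ampicillin broth; 0% = DMSO wells and 100% = ciprofloxacin 0.95 µg/ml wells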
An asterisk follows results filed as active; ? = inconclusive; / = not tested or not shown; & = joins results of further samples.

SMILES | Wnt bcat act | AddAB inh | MITF TRPM1 HTS | CAL PDZ FP-1 | Tat export inh | CAL PDZ FP-2 | SR-BI DiI-HDL act | phage Ecoli inh | SR-BI DiI inh | E coli growth
COc1ccc(OC)c(-c2csc(NC(=O)Cc3ccccc3F)n2)c1 | 2 | 4.2 | 47 | -0.9 | 3 | 5 | / | 3.6 | / | 2.3
CNCCCOc1cccc(OC(C)C)c1 | / | 1.5 | 2 | -1.7 | 7 | -2 | 0 | -1.1 | 0 | 0.2
CNC(=O)COc1coc(CN2CCN(c3ccc(F)cc3)CC2)cc1=O | 0 | 1.8 | -1 | -1.6 | -3 | 4 | 21 | 1.9 | -21 | 2.5
CCOC(=O)N1CCN(C(=O)c2cc(OC)c(OC)c(OC)c2)CC1 | -1 | 2.8 | 11 | 5.4 | -17 | -4 | 13 | -1.2 | -13 | 2.2
CSc1ncccc1C(=O)OCC(=O)c1ccc[nH]1 | -5 | 0.7 | 15 | -0.7 | 8 | -2 | -32 | 4.7 | 32 | 0.3
CCOC(=O)CNC(=O)c1c(C)nn(C)c1Cl | 1 | 4.8 | 4 | 0.0 | -6 | 3 | 4 | 0.0 | -4 | 1.9
CC(C)c1ccc(Cc2nnc(NCCCO)[nH]c2=O)cc1 | / | 3.5 | 1 | -0.6 | 4 | -3 | 23 | / | -23 | 0.8
COc1ccc(CNC(=O)CC23CC4CC(CC(C4)C2)C3)cc1 | 0 | 4.2 | 0 | -3.8 | -7 | -2 | 6 | 2.1 | -6 | -2.3
COc1ccc2nc(NC(=O)[C@@H]3CCCN3C(=O)c3cccs3)sc2c1 | / | 1.7 | 4 | -3.6 | 2 | -5 | -15 | 5.4 | 15 | -1.1
CCn1ccnc1CN(C)C(=O)c1cc(COc2ccccc2SC)on1 | 23 | 0.7 | ? | -4.2 | 2 | -3 | -24 | -0.2 | 24 | -0.2
Cc1ccc(F)c(CNC(=O)C2CCC(=O)N(CCN3CCOCC3)C2)c1F (centres undefined) | -1 | 2.2 | 2 | -0.9 | 0 | 2 | 6 | 2.5 | -6 | 1.4
Cc1ccc(-c2nc(CS(=O)(=O)CC(=O)NCc3ccc4c(c3)OCO4)c(C)o2)cc1 | -3 | 1.9 | 0 | -2.4 | 1 | 0 | 14 | 1.4 | -14 | 1.0
COc1ccc(OC)c(C(=O)C(=O)c2cc(OC)ccc2OC)c1 | -1 | / | 2 | -0.6 | -3 | / | 7 | 2.0 | -7 | /
CCOC(=O)c1c(NC(=O)c2cccs2)sc2c1CC(C)(C)OC2 | -2 | 1.4 | 11 | -2.5 | -3 | 1 | / | 1.4 | / | -4.7
O=C(Cc1c(O)c2ccccc2[nH]c1=O)OC1CCCCC1 | / | -0.9 | -1 | -1.0 | -8 | -2 | 2 | -0.1 | -2 | 0.2
CCN(CC)C(=O)c1cnn(-c2ccccc2)c1NC(=O)c1ccccc1F | 0 | -0.2 | 7 | -1.9 | 7 | -2 | 27 | / | -27 | -0.8
CCOC(=O)C(=NC(C)CC)NNc1cccc(C(F)(F)F)c1 (centres undefined) | -7 | 6.9 | 7 | 0.6 | -7 | -2 | -14 | 3.9 | 14 | 0.6
CCN1CCn2c3c(c4cccc(C)c42)CCCC31 (centres undefined) | -1 | 3.7 | -1 | 0.0 | -3 | -4 | 3 | 1.4 | -3 | -1.2
C#CCOCCOCCOCCNc1nc(N2CCN(C(=O)CCCCCCCCCCNC(=O)[C@@H](CCSC)n3cc(CCO)nn3)CC2)nc(N2CCN(C(=O)CCCCCCCCCCNC(=O)[C@H](CO)n3cc(CCCCCN)nn3)CC2)n1 | / | -3.5 | -9 | -0.8 | 41 | -2 | 21 | / | -21 | -3.3
CCCNC(=O)c1ccc(Cn2c(=S)[nH]c3c([nH]c4ccc(OC)cc43)c2=O)cc1 | 0 | 1.2 | 16 | 0.0 | -4 | -5 | 0 | 1.0 | 0 | 0.3
O=C(Nc1nccs1)NC(C(F)(F)F)C(F)(F)F | / | 6.1 | -9 | -0.3 | -4 | -1 | 3 | 5.0 | -3 | 1.6
COc1ccccc1-n1c(SCC(N)=O)nc2sc3c(c2c1=O)CCC3 | 2 | 0.6 | -12 | -3.6 | -7 | -4 | 6 | 3.0 | -6 | -2.3
OC(CNCC1CCCO1)COc1ccc(OCC(O)CNCC2CCCO2)cc1 (centres undefined) | / | 3.1 | 1 | 0.1 | -7 | 0 | 6 | / | -6 | 0.6
Cc1ccccc1NC(=S)NCc1ccc2c(c1)OCO2 | / | 0.8 | 4 | -2.0 | -5 | -3 | -13 | 2.1 | 13 | 1.0
O=C(NCC(=O)N1CCN(c2ncccn2)CC1)c1ccc(F)cc1 | -5 | -0.3 | 21 | 0.2 | -6 | -4 | 9 | -0.2 | -9 | 1.2
(listing goes on)
SMILES | Wnt bcat act | AddAB inh | MITF TRPM1 HTS | CAL PDZ FP-1 | Tat export inh | CAL PDZ FP-2 | SR-BI DiI-HDL act | phage Ecoli inh | SR-BI DiI inh | E coli growth
CCC(C)NS(=O)(=O)c1ccc(S(=O)(=O)N(CC(=O)Nc2ccccc2)CC2CCCO2)cc1 (centres undefined) | / | 1.1 | -5 | / | 2 | -4 | 1 | 2.8 | -1 | -0.6
C=CCn1c(Cc2ccccc2)nc2c(cnn2-c2ccccc2)c1=O | 1 | 1.3 | -6 | -1.5 | 2 | -5 | -15 | 0.8 | 15 | -1.7
COC(=O)c1c(NC(=O)COC(=O)CCS(=O)(=O)c2ccc(C)cc2)sc(C)c1C | -2 | 2.3 | 2 | -0.3 | -2 | 1 | 25 | 4.0 | -25 | 1.2
Cc1csc(NC(=O)CSc2ncc(-c3ccccc3)[nH]2)n1 | -1 | 0.9 | 16 | -0.8 | 4 | 1 | 10 | 3.3 | -10 | 2.6
COc1ccc(N2CCN(C(=O)c3ccc(N4CCCCS4(=O)=O)cc3)CC2)cc1 | 0 | 1.9 | 0 | -1.8 | -2 | -1 | -45 | 1.6 | 45 | -3.1
Cn1cc(C(=O)c2ccc(F)cc2)cc1-c1nc2ccccc2n1C | -3 | 3.1 | -2 | -2.5 | -3 | -5 | -27 | 1.7 | 27 | 2.2
CC(C)=CCN1CCN(Cc2ccc(Sc3nncn3C)o2)CC1CCO (centres undefined) | -4 | -0.7 | 11 | -1.9 | -3 | -3 | 11 | 3.4 | -11 | 1.1
CCCCc1ccc(NS(=O)(=O)c2cccs2)cc1 | / | 0.0 | 15 | 0.1 | 16 | -3 | 2 | 1.6 | -2 | -1.3
Cc1cc(C)nc(N2CCCC(C(=O)NCCc3ccc(F)cc3)C2)n1 (centres undefined) | -2 | -1.9 | 3 | -2.2 | 21 | / | 3 | 1.4 | -3 | 0.2
Cc1cccc(N2CCN(C(=O)c3c(-c4ccccc4Cl)noc3C)CC2)c1C | -4 | -0.2 | -6 | -2.3 | 4 | 0 | -28 | 1.0 | 28 | 0.6
CC(C)(C)c1cc(N/C=C\c2nnnn2-c2ccc(Br)cc2)no1 | / | 1.6 | / | -2.8 | -4 | -5 | -26 | 2.8 | 26 | 1.0
CCC(O)(CCN1CCCCC1)c1ccccc1 (centres undefined) | -1 | 3.5 | -2 | -0.8 | 13 | -1 | 0 | 1.9 | 0 | 2.4
Cc1cccc(N(C(=O)c2snc(C(N)=O)c2N)C(C(=O)NCC2CCCO2)c2ccc(N(C)C)cc2)c1C (centres undefined) | -4 | -0.1 | 14 | 0.0 | -6 | -4 | -1 | 0.4 | 1 | 0.2
CCN(CC)CCn1c2c(c(SCC(=O)Nc3nc4ccccc4s3)nc1=O)CCC2 | -1 | -1.2 | -34 | -2.5 | 1 | 5 | 28 | 3.2 | -28 | -0.5
CC(Sc1cccc(C(F)(F)F)c1)C(=O)NC(N)=O (centres undefined) | -4 | -0.1 | -5 | -1.2 | -7 | 2 | 11 | 0.5 | -11 | 0.7
COc1ccc(-c2nc3ccccc3s2)cc1 | 5 | / | -22 | -3.3 | -5 | 2 | -3 | 2.6 | 3 | /
Cc1ccccc1OCc1n(CC(=O)OC2CC(C)CCC2C(C)C)c2ccccc2[n+]1C (centres undefined) | 0 | 0.2 | -97&-40 | -1.6&0.2 | 46&37 | 0 | -34&23 | 6.7 | 34&-23 | 3.7
CCOc1ccc(CCNC(=O)c2cccc(S(=O)(=O)N3CCCCC3)c2)cc1OCC | -1 | -2.0 | -2 | -0.8 | -4 | -3 | -65 | -1.4 | 65 | 0.3
CCC(CC)c1nnc(NC(=O)C23CC4CC(CC(NC(C)=O)(C4)C2)C3)s1 | -1 | -1.5 | -14 | -0.2 | 0 | -3 | 5 | 2.1 | -5 | 0.4
O=C(Nc1ccc(Cl)cc1)c1cccc(OC(=S)N2CCOCC2)c1 | 0 | / | -15 | -2.8 | -6 | -2 | -39 | 0.1 | 39 | /
Cc1ccc(-n2c(SCC(=O)N(C)C)nnc2-c2ccco2)cc1 | -1 | -0.6 | -13 | -1.8 | 18 | -2 | 42 | 1.1 | -42 | 1.6
CCOc1cc(C(=O)NCc2ccc(-c3nc4ccccc4o3)cc2)cc(OCC)c1OCC | / | 3.8 | -5 | -1.0 | 1 | / | -22 | 1.9 | 22 | -1.1
O=C(CN1C(=O)C(=O)c2ccccc21)OCN1C(=O)c2ccccc2C1=O | -7 | 0.9 | 2 | -2.6 | -5 | 10 | -6 | 4.4 | 6 | 2.4
N#Cc1nc(Cc2cccc3ccccc23)oc1NCc1ccc(F)cc1 | / | 2.4 | -5 | -0.4 | 7 | -5 | -8 | 3.0 | 8 | 2.6
Cc1cc(C)n(C(=O)Cn2nc([N+](=O)[O-])cc2C)n1 | -1 | -1.8 | 2 | -0.4 | -2 | 0 | 10 | 0.5 | -10 | -1.5
(more compounds)
SMILES | Wnt bcat act | AddAB inh | MITF TRPM1 HTS | CAL PDZ FP-1 | Tat export inh | CAL PDZ FP-2 | SR-BI DiI-HDL act | phage Ecoli inh | SR-BI DiI inh | E coli growth
CCc1cc(-c2onc(C)c2-c2cscn2)c(O)cc1OC | -2 | 6.5 | -17 | 0.5 | 0 | 1 | -19 | 2.6 | 19 | -0.6
CN(CCOc1ccc(Br)cc1)CC(O)c1ccccc1 (centres undefined) | -2 | 3.2 | 9 | -2.8 | -6 | 1 | 18 | 2.2 | -18 | 3.5
COc1cccc(CC(C(=O)Nc2cc(C)ccc2C)c2nn[nH]n2)c1OC (centres undefined) | -4 | 0.0 | 5 | -0.9 | 18 | -4 | 10 | 3.7 | -10 | -0.8
CC(C)OC(=O)C(C(=O)C(F)(F)F)c1cc(NS(=O)(=O)c2ccc3ccccc3c2)c2ccccc2c1O (centres undefined) | / | 0.0 | -13 | -2.4 | ? | / | -8 | / | 8 | 0.7
CC1CCN(C(=O)Cn2c3ccccc3c3nc4n(c(=O)c32)CCS4)CC1 | -2 | 4.2 | 5 | -2.6 | -4 | -1 | 19 | 2.8 | -19 | 2.4
O=C(Nc1ccc(Cl)cc1)Nc1cnccn1 | 9 | 1.6 | 9 | -4.0 | -3 | 2 | 28 | 5.7 | -28 | 0.4

Screening data from PubChem BioAssay.
